Vif imaging – HIV Vif self-association inhibitors, primary screen, imaging, HEK293T, single point; HEK293T cells, Vif self-association by quenched fluorescence, 24 h; inhibition, % at 7.49 µM; actives 0.35% (n = 340,000); in the data active means inhibition above about 50%, passing the limit was not always enough; further: some results filed as inactive read as strong as hits
aDG glyco act – activators of alpha-DG glycosylation, primary screen, uHTS, Pro5-aDG cells, AlphaScreen; AID 624168, 2012; activation, % at 10 µM; alpha-DG glycosylation AlphaScreen (IIH6); 0% Pro5, 100% B10-LARGE cell signal; actives 0.22% (n = 360,000);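 active means activation of at least 8% versus controls, or a plate z-score of at least 8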;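 further: Pro5 are CHO cells carrying HIG-tagged alpha-DG that lacks glycosylation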
MC4R antagonist – MC4R antagonists of cAMP signaling, primary screen, cell-based, TR-FRET, antagonist arm of biased-ligand search; inhibition, % at 6.5 µM; MC4R-expressing cells, MTII-stimulated cAMP, LANCE TR-FRET; actives 0.48% (n = 360,000); Melanocortin receptor 4 (Homo sapiens), P32245;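 active means inhibition above its plate's cutoff, the mean of tested wells on that plate plus 3 SD, cut at about 29% in these data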;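 further: 0% = Melanotan II alone and 100% = Melanotan II plus saturating MCL0020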
Target sequence (P32245 whole entry, looked up): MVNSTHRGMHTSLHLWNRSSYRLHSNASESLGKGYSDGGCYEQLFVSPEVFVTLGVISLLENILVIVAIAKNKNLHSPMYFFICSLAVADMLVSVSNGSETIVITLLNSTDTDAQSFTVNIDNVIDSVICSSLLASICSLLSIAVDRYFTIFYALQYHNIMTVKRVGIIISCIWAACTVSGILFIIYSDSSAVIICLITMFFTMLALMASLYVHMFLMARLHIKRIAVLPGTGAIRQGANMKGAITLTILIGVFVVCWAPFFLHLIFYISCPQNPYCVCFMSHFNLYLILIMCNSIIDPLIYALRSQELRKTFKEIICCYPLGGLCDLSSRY
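System: U2OS cells stably expressing human melanocortin 4 receptor (MC4R). Reagent: Melanotan II challenge after compound preincubation. Doses: 6.5 µM. Times: 30-min compound, 1-h challenge, 1-h detection, room temperature. Measured by: TR-FRET with Eu-cAMP and labeled anti-cAMP, 671 nm. Replicates: singlicate.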
TLR9-MyD88 inh – inhibitors of TLR9-MyD88 association in cells, primary screen, cell-based, CHO, BLA complementation, fluorescence | Toll-like receptor 9 (Homo sapiens) + Myeloid differentiation primary response protein … | CCF4 FRET ratio | inhibition, % at 4.98 µM | actives 0.21% (n = 340,000);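 active means inhibition above the mean over all tested compounds plus 3 SD, cut at about 21% in these data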;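 further: 0% = DMSO only wells and 100% = clavulanate BLA inhibitor control wells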
ABHD5 PLIN5 PPI – ABHD5-PLIN5 interaction inhibitors, primary screen, cell lysate, split luciferase complementation, luminescence; Perilipin-5 (Homo sapiens) + 1-acylglycerol-3-phosphate O-acyltransferase ABHD5 (Homo …; Split G. princeps luciferase complementation, 4 h; inhibition, % at 4 µM; actives 0.78% (n = 360,000); AID 602281, 2012;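 active means inhibition above the mean inhibition across every tested compound plus 3 SD, cut at about 22% in these data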;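 further: 0% = DMSO only wells and the 100% control is not disclosed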
ABCB6 inh 2 – ABCB6 transporter inhibitors, primary screen, K562-ABCB6 cells, flow cytometry, MLPCN library; AID 602162, 2011; fluorescence ratio to DMSO, % at 10 µM; ATP-binding cassette sub-family B member 6 (Homo sapiens), Q9NP58; actives 0.19% (n = 360,000); K562-ABCB6 porphyrin accumulation, 1 h; hits give low values;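 active means fluorescence ratio to DMSO below 75%, the collection mean minus 3 SD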;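 further: signal is porphyrin accumulated inside mitochondria; 100% equals median channel fluorescence of DMSO control wells; lower ratio means ABCB6 inhibition with less porphyrin fluorescence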
NOD2-RIPK2 inh – NOD2-RIPK2 binding disruptors in cells, primary screen, fluorescence, CHO cells, BLA complementation; inhibition, % at 4.98 µM; CCF4 ratio; actives 0.38% (n = 360,000); Receptor-interacting serine/threonine-protein kinase 2 (Homo sapiens), O43353; in the data active means inhibition above about 21%;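 further: 0% = vehicle only and 100% = reference blocker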
Target sequence (O43353 whole entry, looked up): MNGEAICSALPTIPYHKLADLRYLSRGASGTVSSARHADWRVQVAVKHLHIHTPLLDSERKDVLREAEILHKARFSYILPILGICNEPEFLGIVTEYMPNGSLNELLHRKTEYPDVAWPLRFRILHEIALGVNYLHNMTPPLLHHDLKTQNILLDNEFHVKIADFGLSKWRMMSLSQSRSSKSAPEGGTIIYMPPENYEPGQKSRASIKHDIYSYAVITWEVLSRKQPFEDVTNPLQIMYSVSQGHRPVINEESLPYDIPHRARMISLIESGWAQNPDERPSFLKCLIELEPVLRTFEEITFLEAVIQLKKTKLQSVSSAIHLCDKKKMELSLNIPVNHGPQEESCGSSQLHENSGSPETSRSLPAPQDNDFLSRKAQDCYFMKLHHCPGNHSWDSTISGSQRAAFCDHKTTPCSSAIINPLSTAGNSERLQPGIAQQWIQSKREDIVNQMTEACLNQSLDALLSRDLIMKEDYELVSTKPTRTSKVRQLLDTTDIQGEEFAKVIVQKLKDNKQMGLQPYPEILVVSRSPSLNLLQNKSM
N-glyco inh – increase of ERlucT glycosylation luciferase signal, primary screen, N-linked glycosylation inhibitor project, D54 ERlucT cells, luminescence, set 2 | actives 0.23% (n = 360,000) | reporter increase, % at 12.5 µM | D54 ERlucT glycosylation luciferase reporter, 24 h; percent of 100 nM tunicamycin response;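 active means mean luciferase reporter signal, scaled so untreated is 0 and the glycosylation-blocking control 100, at or above a set limit in every replicate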;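 further: luciferase carries N-glycosylation sites so blocking glycosylation raises the light; 0% = median of neutral control wells and 100% = median of 100 nM tunicamycin wells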
Exocytosis inh – LAMP-1 surface exposure blockers, TALL-104 cells – cell-based, flow cytometry, MLPCN library, primary screen; TALL-104 LAMP-1 surface exposure; cells stimulated with thapsigargin and PMA; inhibition, % at 10 µM; actives 0.66% (n = 360,000); AID 651702, 2012;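 active means inhibition above about 55%, limit read from the data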
MC4R ag barr – MC4R agonists recruiting beta-arrestin, primary screen, cell-based, luminescence, agonist arm of biased-ligand search; Melanocortin receptor 4 (Homo sapiens), P32245; U2OS MC4R beta-arrestin complementation; percent of melanotan II response, DMSO zero; activation, % at 8.9 µM; actives 0.98% (n = 360,000);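 active means activation above a per-plate cutoff, the mean activation of sample wells on that plate plus 3 SD, cut at about 8% in these data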
Active calls of the source: *. Some of the compounds tested; the hit share may differ from the screen's.

What do the screens show for `O=C(NC(=O)c1cccc(F)c1)Nc1nc(-c2ccc(F)cc2)cc(C(F)(F)F)n1`?
Vif imaging: -1.6; aDG glyco act: 0.2; MC4R antagonist: 5.9; TLR9-MyD88 inh: 4.2; ABHD5 PLIN5 PPI: -12.1; ABCB6 inh 2: 100.0; NOD2-RIPK2 inh: -8.8; N-glyco inh: 3.8; Exocytosis inh: -1.7; MC4R ag barr: 0.2

How did O=C(NC1CCCC1)c1cc2nc(-c3ccco3)cc(C(F)(F)F)n2n1 do in these assays?
Vif imaging: -0.6; aDG glyco act: 0.1; MC4R antagonist: 3.3; TLR9-MyD88 inh: -7.8; ABHD5 PLIN5 PPI: 2.5; ABCB6 inh 2: 105.0; NOD2-RIPK2 inh: -3.8; N-glyco inh: -0.7; Exocytosis inh: -8.3; MC4R ag barr: -1.6

What do the screens show for `OCCCc1n[nH]c(=S)n1-c1ccccc1`?
Vif imaging: -3.3; aDG glyco act: -0.4; MC4R antagonist: 4.5; TLR9-MyD88 inh: 1.1; ABHD5 PLIN5 PPI: -4.7; ABCB6 inh 2: 98.0; NOD2-RIPK2 inh: 3.9; N-glyco inh: 0.4; Exocytosis inh: 0.1; MC4R ag barr: 0.1

Results for O=C(COC(=O)CNC(=O)c1ccccc1)NC1CCCC1 ?
Vif imaging: -6.0; aDG glyco act: 0.1; MC4R antagonist: 8.6; TLR9-MyD88 inh: -5.6; ABHD5 PLIN5 PPI: -3.5; ABCB6 inh 2: 96.0; NOD2-RIPK2 inh: 5.0; N-glyco inh: 2.4; Exocytosis inh: 3.5; MC4R ag barr: -3.2

Results for COc1ccc(SCCc2ccncc2)cc1 ?
Vif imaging: 2.1; aDG glyco act: -0.1; MC4R antagonist: -7.3; TLR9-MyD88 inh: -1.5; ABHD5 PLIN5 PPI: 1.3; ABCB6 inh 2: 98.0; NOD2-RIPK2 inh: -1.2; N-glyco inh: 1.4; Exocytosis inh: 3.4; MC4R ag barr: 1.2

What do the screens show for `CCOc1ccc(NC(=O)C2CCCN(C(=O)NCc3ccccc3)C2)cc1` (configuration not stated)?
aDG glyco act: 0.1; MC4R antagonist: 1.3; TLR9-MyD88 inh: -1.1; ABHD5 PLIN5 PPI: -0.2; ABCB6 inh 2: 95.0; NOD2-RIPK2 inh: 2.5; Exocytosis inh: -0.4; MC4R ag barr: -0.9

Results for CCCCN(c1ccccc1)S(=O)(=O)c1cccc(C(=O)O)c1 ?
Vif imaging: -2.3; aDG glyco act: 0.2; MC4R antagonist: -0.5; TLR9-MyD88 inh: 5.5; ABHD5 PLIN5 PPI: -5.1; ABCB6 inh 2: 102.0; NOD2-RIPK2 inh: -5.9; N-glyco inh: 0.2; Exocytosis inh: -1.0; MC4R ag barr: -1.2

What do the screens show for `Cc1ccc(NC(=S)N(CCN(C)C)C(C)c2ccco2)cc1C` (configuration not stated)?
Vif imaging: 2.1; aDG glyco act: 0.1; MC4R antagonist: 26.1; TLR9-MyD88 inh: 2.9; ABHD5 PLIN5 PPI: -1.6; ABCB6 inh 2: 98.0; NOD2-RIPK2 inh: 5.5; N-glyco inh: -1.5; Exocytosis inh: 0.2; MC4R ag barr: -0.4

What do the screens show for `COc1ccc(C(=O)NC(C)Cn2nc(C)cc2C)cc1OC1CCN(C(C)=O)CC1` (configuration not stated)?
Vif imaging: 3.8; aDG glyco act: 0.2; MC4R antagonist: 1.3; TLR9-MyD88 inh: -8.6; ABHD5 PLIN5 PPI: 6.0; ABCB6 inh 2: 104.0; NOD2-RIPK2 inh: -2.0; N-glyco inh: 0.6; Exocytosis inh: 0.2; MC4R ag barr: 1.1

How did O=C(NC1CCCCC1)c1cc([N+](=O)[O-])ccc1N1CCOCC1 do in these assays?
Vif imaging: 1.8; aDG glyco act: -0.1; MC4R antagonist: 0.7; TLR9-MyD88 inh: -5.0; ABHD5 PLIN5 PPI: -4.2; ABCB6 inh 2: 98.0; NOD2-RIPK2 inh: -5.5; N-glyco inh: 0.9; Exocytosis inh: -5.8; MC4R ag barr: -1.5

Results for FC(F)(F)c1cccc(Cc2noc(CN3CCCC3)n2)c1 ?
Vif imaging: 5.2; aDG glyco act: 0.3; MC4R antagonist: 6.7; TLR9-MyD88 inh: -1.7; ABHD5 PLIN5 PPI: -4.3; ABCB6 inh 2: 101.0; NOD2-RIPK2 inh: 2.3; N-glyco inh: 1.9; Exocytosis inh: -2.4; MC4R ag barr: -4.1

Results for O=C(N/N=C/c1coc2ccccc2c1=O)c1cc(Br)ccc1O ?
Vif imaging: -4.7; aDG glyco act: -0.3; MC4R antagonist: -2.5; TLR9-MyD88 inh: -2.7; ABHD5 PLIN5 PPI: -2.4; ABCB6 inh 2: 97.0; NOD2-RIPK2 inh: 1.3; N-glyco inh: -1.3; Exocytosis inh: -2.8; MC4R ag barr: -3.7

What do the screens show for `CC(=O)Nc1ccc(S(=O)(=O)N2CCN(Cc3ccccn3)CC2)cc1`?
aDG glyco act: 0.1; MC4R antagonist: 5.0; TLR9-MyD88 inh: 2.7; ABHD5 PLIN5 PPI: 1.5; ABCB6 inh 2: 96.0; NOD2-RIPK2 inh: -8.5; N-glyco inh: 4.0; Exocytosis inh: -1.9; MC4R ag barr: -0.8

How did CCN(CC)CCNC(=O)c1cn(-c2ccccc2)nc1-c1cccs1 do in these assays?
Vif imaging: 4.5; aDG glyco act: 3.1; MC4R antagonist: 9.2; TLR9-MyD88 inh: 8.4; ABHD5 PLIN5 PPI: 5.8; ABCB6 inh 2: 96.0; NOD2-RIPK2 inh: 2.2; N-glyco inh: 0.4; Exocytosis inh: 2.0; MC4R ag barr: -2.8

Results for CCn1c(=O)c(=O)[nH]c2cc(C(=O)Nc3ccc(S(=O)(=O)N4CCCC4)cc3)ccc21 ?
Vif imaging: 7.1; aDG glyco act: 0.5; MC4R antagonist: -6.8; TLR9-MyD88 inh: -5.8; ABHD5 PLIN5 PPI: 13.5; ABCB6 inh 2: 113.0; NOD2-RIPK2 inh: -4.3; N-glyco inh: -2.4; Exocytosis inh: 1.3; MC4R ag barr: 0.0

What do the screens show for `C[C@H]1CN=C(N(C)C)N1CC1CCCCC1`?
Vif imaging: -0.3; aDG glyco act: -0.1; MC4R antagonist: -4.0; TLR9-MyD88 inh: -1.8; ABHD5 PLIN5 PPI: 6.6; ABCB6 inh 2: 95.0; NOD2-RIPK2 inh: -14.2; N-glyco inh: 0.2; Exocytosis inh: -13.1; MC4R ag barr: -1.7

Results for c1ccc2[nH]c(-c3ccncc3)nc2c1 ?
Vif imaging: -15.7; aDG glyco act: -0.1; MC4R antagonist: -0.9; TLR9-MyD88 inh: 10.6; ABHD5 PLIN5 PPI: 2.6; ABCB6 inh 2: 95.0; NOD2-RIPK2 inh: -1.4; N-glyco inh: 3.5; Exocytosis inh: -0.6; MC4R ag barr: -3.6

Results for O=C1NCCCC1C(=O)N/N=C/c1ccc(Cl)cc1 (configuration not stated) ?
Vif imaging: 3.8; aDG glyco act: 0.0; MC4R antagonist: 6.3; TLR9-MyD88 inh: 3.4; ABHD5 PLIN5 PPI: 2.3; ABCB6 inh 2: 95.0; NOD2-RIPK2 inh: 0.4; N-glyco inh: 2.4; Exocytosis inh: 3.5; MC4R ag barr: 0.2

How did CCOc1ccccc1C(=O)NCC(=O)NCc1ccc(S(=O)(=O)N2CCOCC2)cc1 do in these assays?
Vif imaging: 1.7; aDG glyco act: 0.0; MC4R antagonist: 20.4; TLR9-MyD88 inh: -8.8; ABHD5 PLIN5 PPI: -9.1; ABCB6 inh 2: 97.0; NOD2-RIPK2 inh: 4.6; N-glyco inh: -0.5; Exocytosis inh: 4.2; MC4R ag barr: -2.6

What do the screens show for `Cc1oc2cc3oc(=O)c(CC(=O)O)c(C)c3cc2c1-c1ccccc1`?
Vif imaging: -1.0; aDG glyco act: -0.1; MC4R antagonist: 7.8; TLR9-MyD88 inh: -1.7; ABHD5 PLIN5 PPI: -0.4; ABCB6 inh 2: 105.0; NOD2-RIPK2 inh: -10.2; N-glyco inh: 0.2; Exocytosis inh: -5.2; MC4R ag barr: 0.6

What do the screens show for `Cc1c(CC(=O)NCCC(=O)O)c(=O)oc2cc3occ(-c4ccccc4)c3cc12`?
Vif imaging: 2.5; aDG glyco act: -0.1; MC4R antagonist: -0.9; TLR9-MyD88 inh: -4.8; ABHD5 PLIN5 PPI: -2.0; ABCB6 inh 2: 100.0; NOD2-RIPK2 inh: 5.4; N-glyco inh: 0.8; Exocytosis inh: -4.4; MC4R ag barr: 0.6

Results for COc1ccc(CCN2CC(C(=O)OCC(=O)NC(C)c3cccc(Cl)c3)CC2=O)cc1OC (configuration not stated) ?
Vif imaging: 1.9; aDG glyco act: 0.2; MC4R antagonist: 8.2; TLR9-MyD88 inh: -2.9; ABHD5 PLIN5 PPI: 0.7; ABCB6 inh 2: 92.0; NOD2-RIPK2 inh: -2.2; N-glyco inh: -1.1; Exocytosis inh: 3.2; MC4R ag barr: -1.3

Results for CC(C)(CC(=O)O)CC(=O)N1CCN(c2nc3cc(Cl)ccc3s2)CC1 ?
Vif imaging: -2.2; aDG glyco act: -0.1; MC4R antagonist: 13.1; TLR9-MyD88 inh: -2.4; ABHD5 PLIN5 PPI: 7.0; ABCB6 inh 2: 97.0; NOD2-RIPK2 inh: -3.2; N-glyco inh: 1.5; Exocytosis inh: -1.2; MC4R ag barr: -0.9

What do the screens show for `Cc1cc(=O)c2c([nH]1)c(C)cc1[nH]c(C)c(C)c12`?
Vif imaging: 2.4; aDG glyco act: -0.1; MC4R antagonist: 2.7; TLR9-MyD88 inh: 6.5; ABHD5 PLIN5 PPI: -2.7; ABCB6 inh 2: 97.0; NOD2-RIPK2 inh: -8.5; N-glyco inh: 2.3; Exocytosis inh: -1.7; MC4R ag barr: -0.6

What do the screens show for `CC(C)c1nc2sc3c(c2c(=O)n1N)CC(C)(C)OC3`?
Vif imaging: -1.5; aDG glyco act: 0.3; MC4R antagonist: 12.4; TLR9-MyD88 inh: 4.2; ABHD5 PLIN5 PPI: 1.0; ABCB6 inh 2: 100.0; NOD2-RIPK2 inh: -0.9; N-glyco inh: -1.1; Exocytosis inh: -5.1; MC4R ag barr: -2.6

How did Cc1nc2ccc(NC(=O)COc3ccccc3C)cc2s1 do in these assays?
Vif imaging: 1.3; aDG glyco act: -0.4; MC4R antagonist: 0.5; TLR9-MyD88 inh: -5.7; ABHD5 PLIN5 PPI: 4.2; ABCB6 inh 2: 95.0; NOD2-RIPK2 inh: -5.7; N-glyco inh: -0.1; Exocytosis inh: -3.4; MC4R ag barr: -2.4
